Anthrax LF inh2: anthrax lethal factor protease inhibition | P15917 | multiplex microsphere protease cleavage assay, LF | inhibition, % at 10 µM | actives 0.12% (n = 360,000) | AID 588501; in the data active = inhibition above about 30%; note: plate controls were buffer without enzyme for full effect and enzyme alone for no effect
PriA SSB inh: K. pneumoniae PriA-SSBct interaction inhibition; AlphaScreen SSBct-PriA binding, biotinylated peptide; inhibition, % at 33 µM; actives 0.6% (n = 430,000); AID 1272365; in the data active = inhibition mostly above about 37%, no sharp cut-off; inactive = mostly below about 20%;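 note: plate controls were negative control peptide for no effect and reference peptide for full effect; strong numbers were not always called active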
MazF activator: increases E. coli MazEF RNase cleavage of RNA; FAM/BHQ RNA-DNA oligo cleavage fluorescence, 5 h; actives 0.32% (n = 350,000); P0AE70; activation, % at 20 µM; in the data active = activation above about 50%
Target sequence (P0AE70 whole entry, looked up): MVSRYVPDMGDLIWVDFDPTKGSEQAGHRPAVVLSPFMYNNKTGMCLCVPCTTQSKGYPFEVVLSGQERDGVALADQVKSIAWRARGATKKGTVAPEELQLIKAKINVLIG
Vc quorum ag: quorum light induction in luxS cqsA deficient V. cholerae; V. cholerae BH1578 lux reporter, luminescence, 6 h; activation, % at 18.7 µM; actives 0.16% (n = 350,000); AID 588436; in the data active = activation mostly above about 9.7%, no sharp cut-off; note: not every result past the cut was called active; inactives centre near 0; reference of the scale not given here
Rv3671c inh: inhibits the M. tuberculosis serine protease Rv3671c; inhibition, % at 5.96 µM; actives 0.048% (n = 320,000); AID 2606; in the data active = inhibition above about 38%;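 note: extracellular domain of Rv3671c used as enzyme; 0% = enzyme with DMSO and 100% = no enzyme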
Target sequence (P9WHR9 whole entry, looked up, the tested form may be a part): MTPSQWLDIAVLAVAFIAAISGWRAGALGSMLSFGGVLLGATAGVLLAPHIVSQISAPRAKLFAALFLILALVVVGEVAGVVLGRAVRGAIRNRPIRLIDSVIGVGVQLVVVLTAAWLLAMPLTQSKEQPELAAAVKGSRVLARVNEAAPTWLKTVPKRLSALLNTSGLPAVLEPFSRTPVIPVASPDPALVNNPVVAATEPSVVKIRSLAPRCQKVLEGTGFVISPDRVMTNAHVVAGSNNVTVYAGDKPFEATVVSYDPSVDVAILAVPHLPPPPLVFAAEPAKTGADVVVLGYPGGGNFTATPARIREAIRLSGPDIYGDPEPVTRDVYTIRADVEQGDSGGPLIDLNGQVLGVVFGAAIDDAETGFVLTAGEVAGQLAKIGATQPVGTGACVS
Yp Topo-I inh: blocks Yersinia pestis topoisomerase I activity | Y. pestis Topo-I cleavage product accumulation, plate reader | activity, % at 10 µM | actives 0.064% (n = 360,000) | AID 504884; in the data active = activity above about 50%, passing the limit was not always enough; note: inactives centre near 2
SARS 3CLpro inh: SARS-CoV 3CLpro protease inhibition; P0C6X7; recombinant SARS-CoV 3CLpro, quenched FRET peptide cleavage; inhibition, % at 6 µM; actives 0.14% (n = 290,000); in the data active = inhibition above about 12%
PfHsp40 rescue: rescue of PfHsp40-mediated yeast toxicity | actives 0.68% (n = 340,000) | S. cerevisiae expressing PfHsp40, growth rescue, ATP luminescence | growth rescue, % at 12.5 µM; in the data active = growth rescue above about 28%, passing the limit was not always enough;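 note: yeast W303a lacking pdr1 and pdr3 grown in galactose medium; growth measured after three days at 30 °C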
VHR inh abs: blocks human VHR1 dual specificity phosphatase; P51452; recombinant VHR phosphatase, pNPP absorbance; inhibition, % at 13.3 µM; actives 0.52% (n = 290,000); AID 1654; in the data active = inhibition above about 50%; note: some compounds called inactive have numbers as strong as hits
Target sequence (P51452 whole entry, looked up): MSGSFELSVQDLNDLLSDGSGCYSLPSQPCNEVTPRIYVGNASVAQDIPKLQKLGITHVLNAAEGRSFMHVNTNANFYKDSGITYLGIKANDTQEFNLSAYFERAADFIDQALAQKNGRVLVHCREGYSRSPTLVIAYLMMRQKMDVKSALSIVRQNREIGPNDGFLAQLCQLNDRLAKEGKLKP
TcdB GH inh: inhibitors of Clostridioides difficile toxin B glycohydrolase. AID 652162. actives 0.24% (n = 350,000). P18177. TcdB glycohydrolase enzymatic assay, plate reader. inhibition, % at 9.99 µM; in the data active = inhibition above about 10%
* marks the source's active call; other numbers are inactive results; & = joins results of further samples.

How did COc1cc(OC)cc(C(=O)N2CCN(C3CCN(Cc4ccccc4)CC3)CC2)c1 do in these assays?
Anthrax LF inh2: -1; PriA SSB inh: 5; MazF activator: -2; Vc quorum ag: -1.4; Rv3671c inh: 3; Yp Topo-I inh: 7; SARS 3CLpro inh: 0; PfHsp40 rescue: 0.1; VHR inh abs: 2

What do the screens show for `Cc1cc(CSC(=N)N)c(CSC(=N)N)cc1C`?
Anthrax LF inh2: 5; PriA SSB inh: -21; MazF activator: 8; Vc quorum ag: -0.3; Rv3671c inh: -3; Yp Topo-I inh: -10; SARS 3CLpro inh: 0; PfHsp40 rescue: -0.7; VHR inh abs: 22; TcdB GH inh: 1.7

What do the screens show for `O=C(O)C1Cc2ccccc2CN1C(=O)CSc1nnc2ccccn12` (stereo not drawn)?
Anthrax LF inh2: 3; PriA SSB inh: -11; MazF activator: 4; Vc quorum ag: inactive; Rv3671c inh: 7; Yp Topo-I inh: 3; SARS 3CLpro inh: 0; PfHsp40 rescue: -2.1; VHR inh abs: 0; TcdB GH inh: 1.4

What do the screens show for `CCOC(=O)C1=NNC(C(=O)c2ccc(Cl)cc2)C1c1ccccc1` (stereo not drawn)?
Anthrax LF inh2: -1; PriA SSB inh: -3; MazF activator: 2; Vc quorum ag: -0.5; Rv3671c inh: 0; Yp Topo-I inh: 7; SARS 3CLpro inh: 1; PfHsp40 rescue: 0.9; VHR inh abs: -7; TcdB GH inh: -4.0

What do the screens show for `O=C(Nc1ccccc1C(F)(F)F)c1ccccc1Br`?
Anthrax LF inh2: -6; PriA SSB inh: -13; MazF activator: 2; Vc quorum ag: -0.3; Rv3671c inh: -7; Yp Topo-I inh: 3; SARS 3CLpro inh: -1; PfHsp40 rescue: -1.9; VHR inh abs: -2; TcdB GH inh: -0.2

Results for O=C(Cn1c(O)c(/C=C2\C=Nc3ccccc32)sc1=O)N1CCOCC1 ?
Anthrax LF inh2: -8; MazF activator: -4; Vc quorum ag: inactive; Rv3671c inh: -6; Yp Topo-I inh: -4; SARS 3CLpro inh: -6; PfHsp40 rescue: 1.2; VHR inh abs: 8; TcdB GH inh: 0.7

What do the screens show for `COc1ccc(N2CCN(C(=O)/C=C/c3ccco3)CC2)cc1`?
Anthrax LF inh2: -5; PriA SSB inh: -5; MazF activator: -32; Vc quorum ag: -1.6; Rv3671c inh: -5; Yp Topo-I inh: 1; SARS 3CLpro inh: 8; PfHsp40 rescue: 0.7; VHR inh abs: -2; TcdB GH inh: -1.2

How did Cc1cccc(C)c1OCC(=O)Nc1ccccc1C(=O)N1CCOCC1 do in these assays?
Anthrax LF inh2: -1; PriA SSB inh: -8; MazF activator: 9; Vc quorum ag: inactive; Rv3671c inh: 11; Yp Topo-I inh: 4; SARS 3CLpro inh: 0; PfHsp40 rescue: -1.4; VHR inh abs: 0; TcdB GH inh: 1.5

Results for O=c1[nH]c(=O)n(Cc2ccco2)c(O)c1C=NCCN1CCOCC1 ?
Anthrax LF inh2: -4; PriA SSB inh: -13; MazF activator: -19; Rv3671c inh: 4; Yp Topo-I inh: 4; SARS 3CLpro inh: 1; PfHsp40 rescue: -1.0; VHR inh abs: -14; TcdB GH inh: 0.9

What do the screens show for `COc1ccc(-n2c(SCC(=O)N3CCc4ccccc43)nnc2-c2c[nH]c3ccccc23)cc1`?
Anthrax LF inh2: -1; PriA SSB inh: -9; MazF activator: -38; Vc quorum ag: -0.2; Rv3671c inh: -1; Yp Topo-I inh: 11; SARS 3CLpro inh: 4; PfHsp40 rescue: 0.3; VHR inh abs: 0; TcdB GH inh: 6.5

Results for O=C(c1cccc(Cl)c1)N1CCN(C2CCCCCC2)CC1 ?
Anthrax LF inh2: 0; PriA SSB inh: -22; MazF activator: -1; Vc quorum ag: inactive; Rv3671c inh: -4; Yp Topo-I inh: -1; SARS 3CLpro inh: 1; PfHsp40 rescue: -2.0; VHR inh abs: 10

How did COc1ccc2cc(C3NC(=O)c4ccccc4N3)c(Cl)nc2c1 (stereo not drawn) do in these assays?
Anthrax LF inh2: -5; PriA SSB inh: -6; MazF activator: 7; Vc quorum ag: -1.9; Rv3671c inh: 2; Yp Topo-I inh: -12; SARS 3CLpro inh: -6; PfHsp40 rescue: -1.1; VHR inh abs: -17; TcdB GH inh: 1.9

What do the screens show for `COc1ccc(-c2noc(N(C)CC(=O)Nc3cccc(C(F)(F)F)c3)n2)cc1`?
Anthrax LF inh2: 3; PriA SSB inh: -2; MazF activator: -6; Vc quorum ag: inactive; Rv3671c inh: -73; Yp Topo-I inh: 2; SARS 3CLpro inh: 1; PfHsp40 rescue: 5.6; VHR inh abs: 24

What do the screens show for `Cc1ccc(NC(=O)Cc2c(F)cccc2Cl)cc1S(=O)(=O)N1CCOCC1`?
Anthrax LF inh2: -2; PriA SSB inh: -11; MazF activator: 7; Vc quorum ag: inactive; Rv3671c inh: 1; Yp Topo-I inh: 5; PfHsp40 rescue: -1.5; TcdB GH inh: 2.6

How did Cc1sc(-c2ccccn2)nc1OC(=O)c1ccc(Cl)c(Cl)c1 do in these assays?
Anthrax LF inh2: 0; PriA SSB inh: -13; MazF activator: 7; Vc quorum ag: -5.8; Rv3671c inh: 10; Yp Topo-I inh: -4; SARS 3CLpro inh: 2; PfHsp40 rescue: 0.7; VHR inh abs: 21

4 compounds out of the list, ordered by number of heavy atoms, falling:
How did COc1cc(OC)cc(C(=O)N2CCN(C3CCN(Cc4ccccc4)CC3)CC2)c1 do in these assays?
Anthrax LF inh2: -1; PriA SSB inh: 5; MazF activator: -2; Vc quorum ag: -1.4; Rv3671c inh: 3; Yp Topo-I inh: 7; SARS 3CLpro inh: 0; PfHsp40 rescue: 0.1; VHR inh abs: 2

What do the screens show for `O=C(O)C1Cc2ccccc2CN1C(=O)CSc1nnc2ccccn12` (stereo not drawn)?
Anthrax LF inh2: 3; PriA SSB inh: -11; MazF activator: 4; Vc quorum ag: inactive; Rv3671c inh: 7; Yp Topo-I inh: 3; SARS 3CLpro inh: 0; PfHsp40 rescue: -2.1; VHR inh abs: 0; TcdB GH inh: 1.4

Results for O=c1[nH]c(=O)n(Cc2ccco2)c(O)c1C=NCCN1CCOCC1 ?
Anthrax LF inh2: -4; PriA SSB inh: -13; MazF activator: -19; Rv3671c inh: 4; Yp Topo-I inh: 4; SARS 3CLpro inh: 1; PfHsp40 rescue: -1.0; VHR inh abs: -14; TcdB GH inh: 0.9

How did Cc1sc(-c2ccccn2)nc1OC(=O)c1ccc(Cl)c(Cl)c1 do in these assays?
Anthrax LF inh2: 0; PriA SSB inh: -13; MazF activator: 7; Vc quorum ag: -5.8; Rv3671c inh: 10; Yp Topo-I inh: -4; SARS 3CLpro inh: 2; PfHsp40 rescue: 0.7; VHR inh abs: 21

Other records follow.
What do the screens show for `O=C(Nc1cccc(Cl)c1)NC1CCN(C2CCCCC2)C1` (stereo not drawn)?
Anthrax LF inh2: 4; PriA SSB inh: 3; MazF activator: 20; Vc quorum ag: -0.8; Rv3671c inh: 1; Yp Topo-I inh: -4; SARS 3CLpro inh: -4; PfHsp40 rescue: 1.3; VHR inh abs: -16; TcdB GH inh: 1.2

Results for OC(CNCc1ccc(Cl)cc1)(c1ccccc1)c1ccc(F)cc1 (stereo not drawn) ?
Anthrax LF inh2: 4; PriA SSB inh: -25; MazF activator: -1; Vc quorum ag: -0.4; Rv3671c inh: 3; Yp Topo-I inh: 20; SARS 3CLpro inh: -1; PfHsp40 rescue: -0.6; VHR inh abs: 12; TcdB GH inh: 0.7

Results for CCCCN(C(=S)Nc1cccc(C)c1C)c1c(N)n(CCC)c(=O)[nH]c1=O ?
Anthrax LF inh2: -5; PriA SSB inh: -16; MazF activator: 8; Vc quorum ag: -0.3; Rv3671c inh: 4; Yp Topo-I inh: -8; SARS 3CLpro inh: -2; PfHsp40 rescue: -1.3; VHR inh abs: 20; TcdB GH inh: 0.0

How did COc1cccc2c3c(c(C)nc12)CC(C)O3 (stereo not drawn) do in these assays?
Anthrax LF inh2: -2; PriA SSB inh: -9; MazF activator: 4; Vc quorum ag: 3.9; Rv3671c inh: -9; Yp Topo-I inh: -10; SARS 3CLpro inh: -2; PfHsp40 rescue: 0.9; VHR inh abs: 0

Results for CC1Oc2ccccc2C=C1/C=C1/SC(N2CCOCC2)=NC1=O (stereo not drawn) ?
Anthrax LF inh2: -1; PriA SSB inh: -3; MazF activator: 2; Rv3671c inh: 3; Yp Topo-I inh: 17; SARS 3CLpro inh: 2; PfHsp40 rescue: 0.8; VHR inh abs: 12

What do the screens show for `CC1(C)Cc2ccccc2-c2nc(NCCCO)[nH]c(=O)c21`?
Anthrax LF inh2: -10; PriA SSB inh: -8; MazF activator: 5; Vc quorum ag: inactive; Rv3671c inh: -2; Yp Topo-I inh: 3; SARS 3CLpro inh: 4; PfHsp40 rescue: -1.0; VHR inh abs: 13; TcdB GH inh: 1.6

How did CC(C)(C)n1ncc2c(=O)n(CC(=O)N3CCCc4ccccc43)cnc21 do in these assays?
Anthrax LF inh2: -2; PriA SSB inh: -13&-1&-7; MazF activator: 0; Vc quorum ag: inactive; Rv3671c inh: -6; Yp Topo-I inh: 4; SARS 3CLpro inh: 0; PfHsp40 rescue: 0.1; VHR inh abs: 13

What do the screens show for `c1cncc(C(c2nnnn2C2CCCCC2)N2CCN3CCCC3C2)c1` (stereo not drawn)?
Anthrax LF inh2: 2; PriA SSB inh: -19; MazF activator: 6; Vc quorum ag: inactive; Rv3671c inh: -3; Yp Topo-I inh: -9; SARS 3CLpro inh: 3; PfHsp40 rescue: 0.1; VHR inh abs: -26

What do the screens show for `O=C(c1ccc2c(c1)OCO2)C1CCCN(Cc2cn[nH]c2-c2cccc(F)c2)C1` (stereo not drawn)?
Anthrax LF inh2: -8; PriA SSB inh: 5; MazF activator: 3; Vc quorum ag: -2.6; Rv3671c inh: -5; Yp Topo-I inh: 15; SARS 3CLpro inh: -1; PfHsp40 rescue: -0.1; VHR inh abs: 14; TcdB GH inh: 2.2

How did O=S(=O)(NCCN1CCOCC1)c1ccc(F)c(Cl)c1 do in these assays?
Anthrax LF inh2: 12; PriA SSB inh: 2; MazF activator: 6; Vc quorum ag: inactive; Rv3671c inh: 0; Yp Topo-I inh: 4; SARS 3CLpro inh: 0; PfHsp40 rescue: 1.3; VHR inh abs: -8; TcdB GH inh: 1.0

How did CC1(C)CC(NC(=O)c2cccc(F)c2)CC(C)(C)N1 do in these assays?
Anthrax LF inh2: -1; PriA SSB inh: 1; MazF activator: 3; Vc quorum ag: -0.4; Rv3671c inh: 0; Yp Topo-I inh: -8; SARS 3CLpro inh: 6; PfHsp40 rescue: 0.1; VHR inh abs: 20; TcdB GH inh: 1.9

Results for CCN(CC)C(=O)c1ccc(-c2cccs2)s1 ?
Anthrax LF inh2: -12; PriA SSB inh: -15; MazF activator: -12; Vc quorum ag: -0.6; Rv3671c inh: -10; Yp Topo-I inh: 1; SARS 3CLpro inh: 1; PfHsp40 rescue: -2.7; VHR inh abs: 36; TcdB GH inh: -0.1

Results for O=C(c1cc(COc2ccc(F)cc2F)on1)N1CCCC(c2ccccc2)C1 (stereo not drawn) ?
Anthrax LF inh2: -4; PriA SSB inh: -8; MazF activator: -1; Vc quorum ag: inactive; Rv3671c inh: -2; Yp Topo-I inh: 0; SARS 3CLpro inh: -3; PfHsp40 rescue: 6.9; VHR inh abs: 25; TcdB GH inh: 0.0

How did Cc1cccc(N(C(=O)CNC(=O)c2ccco2)C(C(=O)NC2CCCC2)c2cccnc2)c1 (stereo not drawn) do in these assays?
Anthrax LF inh2: 6; PriA SSB inh: -5; MazF activator: -2; Vc quorum ag: inactive; Rv3671c inh: 2; Yp Topo-I inh: 2; SARS 3CLpro inh: -5; PfHsp40 rescue: 0.0; VHR inh abs: 15

Screening data (PubChem)

This is a subset; rates above refer to the full screens.
